zfTRPN1 agonist: agonists of zebrafish TRPN1 channel | 0.18% of 220,000 active | activation, % at 3 µM | HEK293 zebrafish TRPN1-YFP, Fluo-8 calcium fluorescence; 100% = response to 87 µM carbachol;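 active = activation above its plate's cutoff, the mean activation of test wells on that plate plus 3 SD, cut at about 19% in these data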;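 also: 0% = DMSO alone and 100% = 87 µM carbachol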
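Material: zebrafish TRPN1-YFP in HEK293 cells; Doses: single test compound dose, 3 µM nominal, 0.3% DMSO; Timing: dye loading 1 h at 37 °C, then 30 min room temperature; Technique: intracellular calcium fluorescence with Fluo-8; Benchmarks: high carbachol 87 µM, low DMSO alone.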
PPC-1+TRAIL kill: compounds killing PPC-1 cancer cells with TRAIL present (potentiator screen, no TRAIL-free arm) | PPC-1 cells + TRAIL, ATPLite viability luminescence | cell killing (% activity), % at 4 µM | 0.41% of 220,000 active;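 active = cell killing above 50% in the first pass at 4 µM, then a duplicate retest at 5 µM averaging 50% or more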;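 also: plate controls were cells with TRAIL plus DMSO for no effect and medium-only wells lacking cells for full effect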
Wee1 degr inh: human Wee1 degradation inhibition, primary screen | AID 1321 | reporter increase, % at 5 µM | 1.2% of 220,000 active | HeLa Luc-Wee1K328M stability, luciferase luminescence; 100% = proteasome inhibitor MG132 effect | P30291;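 active = activation above the mean of all tested compounds plus 3 SD, set per screening run, cut at about 8.8% in these data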;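 also: cells exposed to compound for 20 h before luminescence read; 0% = DMSO alone and 100% = MG132 at 30 µM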
RBBP9 inhibitor: blocks human serine hydrolase RBBP9; inhibition, % at 7.94 µM; recombinant RBBP9, FP-Rh probe fluorescence polarization; 0.2% of 220,000 active;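 active = inhibition above the campaign mean of all tested compounds plus 3 SD, cut at about 14% in these data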;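 also: plate controls were DMSO wells with RBBP9 for no effect and wells lacking RBBP9 protein for full effect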
Target sequence (O75884 whole entry, looked up): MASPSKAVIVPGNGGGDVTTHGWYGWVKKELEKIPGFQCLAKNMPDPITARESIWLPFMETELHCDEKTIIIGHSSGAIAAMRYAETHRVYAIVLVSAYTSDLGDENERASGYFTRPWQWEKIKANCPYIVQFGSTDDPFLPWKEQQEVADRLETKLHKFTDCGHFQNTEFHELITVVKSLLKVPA
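Measured by: FP readout at 525/598 nm; material: recombinant human RBBP9; also added: Serine-hydrolase probe FP-Rh, 375 nM pre-mixing; medium: Tris buffer pH 8.0, NaCl, Pluronic; replication: one well per compound; doses: one concentration, 7.94 µM nominal, 0.794% DMSO; timing: preincubation 30 min plus labeling 45 min at 25 °C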
Ba/F3 V617F tox: loss of viability in JAK2V617F-driven Ba/F3 cells | Ba/F3 EpoR-JAK2V617F viability, ATP luminescence | inhibition, % at 5.6 µM | AID 1446 | 1.1% of 220,000 active;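 active = inhibition above the campaign mean plus 3 SD over all tested compounds, cut at about 24% in these data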;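 also: cytokine-independent growth of Ba/F3 cells driven by EpoR plus mutant JAK2; 0% = DMSO-treated cells and 100% = JAK inhibitor I control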
CHOP inh: blocks CHOP induction under ER stress; 3.8% of 220,000 active; inhibition, % at 10 µM; CHO-K1 CHOP-promoter luciferase, tunicamycin-induced, 15-18 h;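 active = compounds that reduced the stress-induced luciferase reporter signal by more than about 70% of percent inhibition, limit read from the data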;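 also: 0% = tunicamycin plus vehicle and 100% = wells without tunicamycin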
TRPML3 agonist: human mucolipin-3 channel agonism | 0.29% of 220,000 active | Q8TDD5 | HEK293 TRPML3-YFP, Fluo-8 calcium fluorescence; 100% = the carbachol control signal | activation, % at 3 µM | AID 1448;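 active = activation above its plate's cutoff, the mean activation of the plate's test wells plus 3 SD, cut at about 12% in these data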;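 also: 0% = DMSO only wells and 100% = carbachol wells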
Target sequence (Q8TDD5 whole entry, looked up): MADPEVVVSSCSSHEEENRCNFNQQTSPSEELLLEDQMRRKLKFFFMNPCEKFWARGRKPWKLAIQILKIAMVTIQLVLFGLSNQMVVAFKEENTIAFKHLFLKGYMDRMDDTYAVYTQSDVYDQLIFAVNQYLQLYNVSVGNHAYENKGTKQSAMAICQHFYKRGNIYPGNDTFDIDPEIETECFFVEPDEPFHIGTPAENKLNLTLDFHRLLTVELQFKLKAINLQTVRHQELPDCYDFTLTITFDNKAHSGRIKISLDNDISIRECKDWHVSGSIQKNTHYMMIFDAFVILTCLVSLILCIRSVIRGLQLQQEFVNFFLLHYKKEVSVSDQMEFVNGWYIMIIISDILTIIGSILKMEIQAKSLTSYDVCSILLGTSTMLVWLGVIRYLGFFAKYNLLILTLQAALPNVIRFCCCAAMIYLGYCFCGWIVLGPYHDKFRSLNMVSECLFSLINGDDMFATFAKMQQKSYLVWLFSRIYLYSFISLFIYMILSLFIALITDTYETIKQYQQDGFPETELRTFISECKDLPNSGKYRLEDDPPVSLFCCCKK
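Material: TRPML3-YFP stable HEK293 cells | Dosing: One concentration, 3 µM nominal, 0.3% DMSO | Timing: 125 s total fluorescence read per well | Technique: Fluo-8 calcium dye fluorescence, ex 470-495, em 515-575 nm | Measure: Percent activation from peak-to-basal fluorescence ratio, scaled between DMSO and carbachol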
BaF3 parental: counter-screen for JAK2V617F inhibitors: parental Ba/F3 viability inhibitors. CellTiter-Glo ATP luminescence. 1.1% of 220,000 active. inhibition, % at 5.6 µM;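 active = inhibition above a per-campaign cutoff, the mean inhibition of all tested compounds plus 3 SD, cut at about 27% in these data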;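 also: 0% = DMSO wells and 100% = JAK Inhibitor I control wells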
TNF necrop inh: blocks TNF-alpha induced death of Jurkat FADD-/- cells. 0.068% of 220,000 active. AID 463075. activation (protection from cell death), % at 10 µM. Jurkat FADD-/- TNF necroptosis rescue, ATP luminescence, 24 h; 0 = TNF only, 100 = no-TNF cells;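 active = activation, meaning protection from cell death, of at least 50% relative to plate controls; inactive = activation below 50%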;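 also: necroptosis triggered by 40 ng/mL TNF-alpha added together with compound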
* hit, by the source's call; [ ] = remark or other dose.

A first look:
molecule	zfTRPN1 agonist	PPC-1+TRAIL kill	Wee1 degr inh	RBBP9 inhibitor	Ba/F3 V617F tox	CHOP inh	TRPML3 agonist	BaF3 parental	TNF necrop inh
CCOP(=O)(OCC)C(Nc1ccccc1)c1ccccc1C(F)(F)F (centres undefined)	-0.4	-2	0	6	-2	-13	0.8	-1	0.7
O=C(CSc1nnc2c(n1)[nH]c1ccccc12)OCc1ccccc1	0.1	23	-2	-5	-3	-1	-0.4	0	-3.4
COc1ccc(-c2nnc(NC(=O)C3CC3)o2)cc1	1.4	19	2	-8	3	-20	0.6	5	-1.1
O=c1cc(N2CCN(c3ccccc3)CC2)[nH]c(=O)n1-c1ccccc1Cl	2.0	-3	-3	-6	5	-27	0.5	8	-2.8

Main list, from the start:
molecule	zfTRPN1 agonist	PPC-1+TRAIL kill	Wee1 degr inh	RBBP9 inhibitor	Ba/F3 V617F tox	CHOP inh	TRPML3 agonist	BaF3 parental	TNF necrop inh
CCOP(=O)(OCC)C(Nc1ccccc1)c1ccccc1C(F)(F)F (centres undefined)	-0.4	-2	0	6	-2	-13	0.8	-1	0.7
O=C(CSc1nnc2c(n1)[nH]c1ccccc12)OCc1ccccc1	0.1	23	-2	-5	-3	-1	-0.4	0	-3.4
COc1ccc(-c2nnc(NC(=O)C3CC3)o2)cc1	1.4	19	2	-8	3	-20	0.6	5	-1.1
O=c1cc(N2CCN(c3ccccc3)CC2)[nH]c(=O)n1-c1ccccc1Cl	2.0	-3	-3	-6	5	-27	0.5	8	-2.8
COc1ccccc1NC(=O)/C=C/c1ccc2c(c1)OCO2	-1.5	10	1	3	-2	-41	-0.3	9	-3.4
COc1ccc(Cc2[nH]n3c(=O)cc(C(C)C)nc3c2-c2ccccc2)cc1	-0.5	28	5	-8	3	3	0.0	4	-1.8
CCOC(=O)c1sc(-c2cccc(C(F)(F)F)c2)nc1O	-2.9	15	2	-2	6	4	-1.0	-2	-0.9
c1ccc(-c2nc(NCCCn3ccnc3)c3ccccc3n2)cc1	0.3	-19	2	-9	-2	13	0.7	0	-0.2
COc1cc(SC)ccc1C(=O)N1CCN(c2ccccc2F)CC1	1.6	-4	-2	-11	5	11	1.3	11	-0.7
COc1ccc(NC(=S)Nc2ccc(S(N)(=O)=O)cc2)c(OC)c1	1.5	8	3	0	0	11	1.8	7	0.4
COc1ccccc1Oc1cc(C#N)c(C#N)cc1-n1nnc2ccccc21	-0.7	-14	5	-12	8	19	-1.0	2	-7.3
COc1ccccc1-c1noc(-c2ccccc2C(=O)NCc2ccco2)n1	0.7	19	1	-12	3	9	0.1	1	-2.0

Single records, as listed above. Values in the order: zfTRPN1 agonist | PPC-1+TRAIL kill | Wee1 degr inh | RBBP9 inhibitor | Ba/F3 V617F tox | CHOP inh | TRPML3 agonist | BaF3 parental | TNF necrop inh
O=c1cc(N2CCN(c3ccccc3)CC2)[nH]c(=O)n1-c1ccccc1Cl reads 2.0 | -3 | -3 | -6 | 5 | -27 | 0.5 | 8 | -2.8
COc1cc(SC)ccc1C(=O)N1CCN(c2ccccc2F)CC1 reads 1.6 | -4 | -2 | -11 | 5 | 11 | 1.3 | 11 | -0.7

Going on with the list.
molecule	zfTRPN1 agonist	PPC-1+TRAIL kill	Wee1 degr inh	RBBP9 inhibitor	Ba/F3 V617F tox	CHOP inh	TRPML3 agonist	BaF3 parental	TNF necrop inh
O=C1CCCC2=C1C(c1ccc(O)c(O)c1)c1c(ccc3ncccc13)N2 (centres undefined)	0.6	20	-3	10	-3	-5	0.5	2	0.2
Cc1ccc(C)c(NC(=S)NNC(=S)Nc2ccc(C(C)C)cc2)c1	-1.4	9	3	2	1	5	-0.6	7	-1.5
Cc1ccc(-n2cccn2)c(CN2CCCC(C(=O)c3sccc3C)C2)c1 (centres undefined)	-1.7	22	7	-4	7	-5	-1.0	9	0.5
CCc1ccccc1NC(=O)c1ccc(-n2c(C)ccc2C)cc1	0.1	9	0	3	2	13	0.1	6	-0.6
CCc1nnc(NC(=O)CSc2nc3c(cc2C#N)CCC3)s1	0.3	65*[5 µM]	2	-8	-3	-30	1.1	4	1.7
Cc1cc2cc(CN(Cc3cccs3)S(=O)(=O)c3ccc4c(c3)OCCO4)c(=O)[nH]c2cc1C	0.4	41	0	2	-4	-14	1.2	-3	1.6
O=C(Cn1cncn1)N/N=C/c1c2ccccc2cc2ccccc12	0.1	12	2	-2	-1	7	0.8	3	-3.6
CCn1c(S(=O)(=O)O)nc2ccccc21	0.1	-3	-1	-3	-2	16	0.4	-1	4.8
Cc1nc(NC(=O)c2ccc(-c3cc4ccccc4oc3=O)cc2)ccc1Br	0.2	31	3	-8	3	4	0.5	6	0.9
CC(SC1=NCCS1)C(=O)Nc1nnc(-c2ccc(Cl)cc2)s1 (centres undefined)	-0.6	5	0	-6	0	87*	1.1	5	3.3
N#C/C(=C\c1ccccc1[N+](=O)[O-])C(=O)NC1CCCCC1	5.1	22	1	-2	-4	-48	3.1	-2	-5.2
COc1ccc(CCN2C(=O)CC(N3CCN(S(=O)(=O)c4ccccc4)CC3)C2=O)cc1OC (centres undefined)	-0.6	6	-2	0	-5	-7	0.5	-3	1.3
Cn1c(=O)c2[nH]c(N=Nc3ccc(N)cc3N)nc2n(C)c1=O	1.4	4	-1	1	3	13	-0.9	-1	-5.3
O=[N+]([O-])c1cccnc1NCCNc1ncc(C(F)(F)F)cc1Cl	-0.4	8	4	-5	-5	75*	-1.0	0	-6.9
Cc1nnsc1-c1c(C(=O)N2CCOCC2)c(C)nn1-c1ccccc1	-0.1	-5	-3	-7	-1	-9	0.9	1	0.5
O=C(O)CC1(CC(=O)Nc2ccc3ccccc3n2)CCCCC1	0.8	15	0	-3	-4	-4	0.2	3	3.1
Cc1ccc(Oc2ncc(-c3ccc(Cl)cc3)cn2)cc1	0.1	12	-3	-8	0	-6	0.8	6	-2.5
Cn1cccc1/C=N/NC(=O)c1sc2ccccc2c1Cl	-1.0	12	0	-8	-1	-4	-0.1	0	-4.7
CC1(C)CC(NC(=O)C23CCC(C)(C2Br)C3(C)C)CC(C)(C)N1 (centres undefined)	1.7	8	3	-11	0	12	1.0	1	3.8
O=C(Cc1cccc2ccccc12)NN1C(=O)/C(=C\c2cccnc2)SC1=S	0.7	25	2	7	-2	4	0.9	-6	-0.2
COc1cc(CNn2nnnc2N)cc(Br)c1OCC(=O)NC(C)(C)C	0.2	2	-1	-10	0	12	0.6	1	-0.4
CCOC(=O)c1cc2cc(-c3c(C(=O)OCC)oc4cc(O)cc(O)c4c3=O)ccc2o1	-0.7	8	-3	0	-6	105*	-0.6	-4	-0.5
CCOc1cc(NC(=O)c2ccccn2)c(OCC)cc1NC(=O)CC(C)C	0.4	-25	1	-1	-4	17	0.2	0	-1.2
COc1ccc2c(CSc3nnc(-c4cccnc4)n3-c3ccccc3F)cc(=O)oc2c1	-0.3	15	1	-7	0	12	0.0	10	1.8
COc1ccccc1NCCC(=O)OCC(=O)NC1CCCCC1	-0.3	25	-2	-2	4	28	0.2	5	1.4
CC(=O)c1cn(Cc2ccccc2)c(=O)[nH]c1=O	0.8	33	2	-4	-4	8	0.2	-1	0.5
COc1cc(NC(=O)Cn2nc(-c3ccc(F)cc3)ccc2=O)ccc1-n1cnnn1	-0.5	8	1	-17	2	1	-0.2	0	-3.1
CN(C)c1ccc(/C=N/NS(=O)(=O)c2ccc(Br)cc2)cc1	-1.1	1	2	-5	1	1	0.4	-3	0.1
COCCn1c(=NC(=O)CSC(C)=O)sc2cc(F)ccc21	-1.1	13	-2	0	-2	2	0.6	2	0.4
COc1ccc(NC(=O)c2c(OC)cccc2OC)c(OC)c1	1.4	-26	-1	-6	-6	3	-0.5	0	-1.3
Cc1nc2ncnn2c(C)c1CCC(=O)NCc1ccccc1	0.2	0	0	7	3	13	-0.5	3	0.1
CCOC(=O)c1oc2ccccc2c1NC(=O)CCl	0.0	13	-2	-8	1	-21	0.5	-3	-11
O=C(Nc1nc2ccc(F)cc2s1)C1CCCO1 (centres undefined)	1.4	13	1	-7	-1	-11	0.9	3	0.6
Fc1ccc(N2CCN(C3=Nc4cccc5cccc3c45)CC2)cc1	0.9	10	0	12	0	17	-0.7	12	1.2
CCCCC(=O)Oc1cc(C)[nH]c(=O)c1[N+](=O)[O-]	1.4	16	0	2	3	9	0.0	4	0.6
CCc1nnc(NC(=O)c2ccc(S(=O)(=O)N3CCCCC3C)cc2)s1 (centres undefined)	0.5	-17	2	0	-1	21	0.9	2	1.0
Cc1ccc(C2/C(=C(/O)c3ccc(OC(C)C)cc3)C(=O)C(=O)N2CCN2CCOCC2)cc1 (centres undefined)	1.7	13	-2	-6	-3	-10	0.6	-1	0.4
CC1=C(C(=O)Nc2ccccc2)C(c2ccco2)C(C#N)=C(SCC(=O)OC(C)C)N1 (centres undefined)	0.4	2	0	-8	2	12	0.5	2	-13
COc1ccc2nc(N3CCCC(O)C3)c(C#N)cc2c1 (centres undefined)	0.7	1	3	-5	-1	6	0.9	4	-14
Cc1ccc(C2=[N+]([O-])C(C)(C)N(O)C2(C)C)cc1	0.8	18	3	-1	-1	18	1.1	4	1.4
C=C(C)C1CC=C(C)/C(=N/NC(=O)c2ccoc2C)C1 (centres undefined)	-0.3	15	8	-7	2	-2	0.7	7	5.3
Cc1cc(NS(=O)(=O)c2ccc(NC(=O)CCN3C(=O)c4ccccc4C3=O)cc2)no1	0.9	-10	-2	-2	0	36	0.1	3	-0.1
O=C(Nc1c(F)cc(F)cc1Br)c1cc2nc(C(F)F)cc(C(F)F)n2n1	-0.9	-4	5	-10	-2	29	-0.5	3	-0.2
O=[N+]([O-])c1ccc(Sc2ccccn2)nc1	-0.7	6	1	-1	-2	19	0.7	-4	16
O=C(NCCN1CCN(C(=O)c2cccs2)CC1)C(=O)Nc1ccc(Br)cc1	3.4	-3	0	-5	-1	28	1.1	5	-4.7
NNC(=O)CSc1c(-c2cccs2)[nH]c2ccccc12	-0.2	0	0	-12	3	-2	0.8	9	-0.6
Brc1ccc(CSc2nnc(Cc3c[nH]c4ccccc34)o2)cc1	-1.0	18	-1	-7	-4	103*	0.1	-1	-0.1
